ssDAF-12 act = S. stercoralis DAF-12 activation, primary screen | HEK293 ssDAF-12/GRIP1 lit1-tk-luc reporter, luminescence; % of 3 µM dafachronic acid response | activation, % at 6.8 µM | 370,000 compounds, 1% hits | AID 652126;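 active means activation above the mean over all tested compounds plus 3 SD, cut at about 0.9% in these data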;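 further: 0% = DMSO-only wells and 100% = 3 µM delta7-dafachronic acid wells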
DAX1 inh-1 = inhibitors of DAX1 repression of SF-1 activated StAR promoter; HEK293T StAR-luciferase reporter, SF-1/DAX-1 repression relief; inhibition, % at 6.8 µM; 370,000 compounds, 1.1% hits; AID 652010;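 active means inhibition above the mean over all tested compounds plus 3 SD, cut at about 3.6% in these data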;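 further: 0% = DAX-1 cells with DMSO and 100% = cells lacking DAX-1 with DMSO; higher inhibition means more luminescence from relief of DAX-1 repression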
hgDAF12 agonist = activates the H. glycines DAF-12 receptor ligand-binding domain; HEK293 GAL4-hgDAF12 UAS-luciferase reporter, agonist luminescence; normalized to butyrate control; activation, % at 6.8 µM; 370,000 compounds, 1.8% hits; AID 687014;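 active means activation above a cutoff set at the mean of all screened compounds plus 3 SD, cut at about 10% in these data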;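 further: 0% = DMSO wells and 100% = sodium butyrate wells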
hcDAF-12 act = activators of H. contortus DAF-12 nuclear receptor | HEK293 hcDAF-12 lit1-tk-luc reporter, luminescence; 0% DMSO, 100% Δ7-dafachronic acid | activation, % at 6.8 µM | 370,000 compounds, 1.4% hits | AID 652067;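 active means activation above the mean of all tested compounds plus 3 SD, cut at about 5.5% in these data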;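 further: 100% = response to 3 µM Δ7-dafachronic acid high control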
SMARCA2 activ = increases SMARCA2 function in MMTV reporter cells; activation, % at 9.1 µM; 370,000 compounds, 1% hits; AID 652017; MG213 cells, MMTV-luciferase reporter, dexamethasone, overnight; in the data active means activation above about 7.8%;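 further: 0% = vehicle wells and 100% = reference activator wells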
DAX1 inh-2 = inhibits human nuclear receptor DAX1; AID 504766; HEK293 Gal4-DAX1 luciferase reporter, luminescence; 340,000 compounds, 0.99% hits; inhibition, % at 6.75 µM; P51843;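 active means inhibition above the mean over all tested compounds plus 3 SD, cut at about 4.2% in these data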;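 further: 0% = DAX1-transfected cells with DMSO and 100% = empty-vector control cells with DMSO; inhibition shows as a rise in luminescence from relieved DAX1 repression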
ADAM17 inh = ADAM17 inhibition, QFRET primary screen; P78536; recombinant ADAM17, EDANS/DABCYL FRET peptide cleavage; inhibition, % at 6.95 µM; 370,000 compounds, 0.83% hits; AID 720648;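 active means inhibition above the mean of compounds lying between control limits plus 3 SD, set per campaign, cut at about 8.5% in these data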;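 further: 0% = DMSO-only wells as the low control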
MBD2 inh = inhibitors of human MBD2 binding to methylated oligonucleotide | Q9UBB5 | TR-FRET | inhibition, % at 4.4 µM | 370,000 compounds, 0.31% hits | AID 686964; in the data active means inhibition above about 13%
Target sequence (Q9UBB5 whole entry, looked up): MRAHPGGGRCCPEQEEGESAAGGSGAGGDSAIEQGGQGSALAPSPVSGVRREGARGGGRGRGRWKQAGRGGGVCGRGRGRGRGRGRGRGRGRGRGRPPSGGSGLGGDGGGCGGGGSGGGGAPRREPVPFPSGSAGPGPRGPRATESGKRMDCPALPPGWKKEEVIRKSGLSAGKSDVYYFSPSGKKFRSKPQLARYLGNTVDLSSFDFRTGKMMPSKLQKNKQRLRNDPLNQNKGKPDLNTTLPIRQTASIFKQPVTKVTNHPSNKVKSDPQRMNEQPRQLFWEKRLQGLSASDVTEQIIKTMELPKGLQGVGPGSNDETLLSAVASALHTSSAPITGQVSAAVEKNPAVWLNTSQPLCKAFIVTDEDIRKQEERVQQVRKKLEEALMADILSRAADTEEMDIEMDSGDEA
PLC-gamma1 inh = inhibitors of human phospholipase C gamma1 | purified PLC-gamma1, fluorogenic substrate, fluorescence | inhibition, % at 12.2 µM | 370,000 compounds, 0.84% hits | AID 720700; in the data active means inhibition above about 9.5%
NR1D1 modulator = modulators of human Rev-erb alpha DNA binding. Rev-erbα–FITC-DNA binding, fluorescence polarization, 90 min. P20393. 370,000 compounds, 0.79% hits. activity, % at 10 µM. AID 1259318;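 active means activity above about 14%, limit read from the data; passing the limit was not always enough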;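 further: 0% = DMSO wells with 35 nM protein and 100% = DMSO wells with 750 nM protein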
Target sequence (P20393 whole entry, looked up): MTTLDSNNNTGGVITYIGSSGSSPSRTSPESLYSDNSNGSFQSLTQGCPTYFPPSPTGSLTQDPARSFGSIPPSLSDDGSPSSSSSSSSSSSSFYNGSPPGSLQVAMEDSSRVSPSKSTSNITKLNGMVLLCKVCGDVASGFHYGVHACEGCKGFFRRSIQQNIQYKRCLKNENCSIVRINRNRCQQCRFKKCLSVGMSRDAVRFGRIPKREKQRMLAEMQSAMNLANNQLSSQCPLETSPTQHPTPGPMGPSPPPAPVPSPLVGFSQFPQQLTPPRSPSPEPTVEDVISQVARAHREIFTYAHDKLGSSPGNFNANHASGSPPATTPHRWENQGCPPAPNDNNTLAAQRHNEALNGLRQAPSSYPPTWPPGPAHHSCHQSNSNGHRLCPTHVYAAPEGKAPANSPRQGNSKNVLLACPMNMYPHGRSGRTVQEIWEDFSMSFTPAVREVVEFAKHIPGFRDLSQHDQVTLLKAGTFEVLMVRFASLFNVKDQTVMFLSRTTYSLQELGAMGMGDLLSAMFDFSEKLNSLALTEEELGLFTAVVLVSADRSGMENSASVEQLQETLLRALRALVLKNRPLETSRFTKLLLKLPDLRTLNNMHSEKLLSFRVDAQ
PLCb3 inh = blocks human PLC-beta3 enzyme activity; Q01970; Purified PLC-beta3, fluorogenic substrate, fluorescence; inhibition, % at 12.2 µM; 370,000 compounds, 0.18% hits; AID 720704; in the data active means inhibition above about 11%;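 further: 0% = median of compound wells on plate and 100% = full blocker control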
An asterisk follows results filed as active; i = inactive; . = no result given.

SMILES	ssDAF-12 act	DAX1 inh-1	hgDAF12 agonist	hcDAF-12 act	SMARCA2 activ	DAX1 inh-2	ADAM17 inh	MBD2 inh	PLC-gamma1 inh	NR1D1 modulator	PLCb3 inh
CC(=O)Nc1sc2c(c1-c1nc3ccccc3s1)CCN(C(C)=O)C2	0.2	.	6.9	6.2*	.	.	-52	-5	-364	21	i
NC(=O)CC(NC(=O)Cc1ccc(Br)cc1)c1ccc(NCCN2CCCCC2)c([N+](=O)[O-])c1 (stereo not given)	-0.9	0.6	-0.8	-0.2	-1	0.2	0	-7	3	4	-4
CCOC(=O)Cc1csc(NC(=O)c2cccs2)n1	-1.4	0.0	0.4	-0.3	1	-0.1	-2	1	0	4	4
COc1ccc(C(C)(C)C)cc1N1C(=O)[C@@H]2CSCCS(=O)(=O)N2C1=O	0.3	-0.7	-1.2	0.3	-3	.	0	-10	-3	5	-1
Cc1cc(=O)[nH]c(SCC(=O)NCCc2ccccc2)n1	-1.5	-0.2	-1.9	-0.2	0	0.3	-8	11	-1	6	1
CC(C)(C)c1[nH]nc2c1C(C1C=CCCC1)C(C#N)=C(N)O2 (stereo not given)	-1.4	-0.6	-1.7	-1.2	-1	-0.9	1	-2	-1	-5	-3
Cc1ccccc1OCC(=O)NN1Cc2ccccc2C1=N	-1.1	0.0	-1.8	0.3	-3	2.5	0	2	0	-2	1
COCc1cc(N2CCN(C(=O)OC(C)(C)C)C[C@H]2C)ccc1Br	-1.4	-1.2	1.0	-1.1	-4	.	4	-8	6	8	6
CCc1nc2c(OCc3cccc(OC)c3)cccn2c1N(C)C(=O)C(C)C	-1.1	0.3	-1.5	-1.7	4	.	-5	-5	0	10	0
COc1ccc(OCCN2CCC(C(=O)NC(c3ccc(Cl)cc3)c3cccnc3)CC2)cc1 (stereo not given)	-0.3	1.4	0.2	-1.7	1	.	-3	3	0	-7	-2
Cc1csc(NC(=O)c2ccc(C)o2)n1	0.6	2.4	12*	1.5	1	1.2	-3	4	-2	4	-3
COc1ccc(C(=O)N[C@H](C(=O)NCc2ccccc2)C(C)C)cc1	-0.4	0.5	-2.3	-0.3	-2	-1.1	3	-1	2	-5	-2
C(=C/c1ccnc2nc(SC/C=C/c3ccccc3)nn12)/c1ccccc1	-0.8	-0.3	-2.7	-1.5	3	-0.2	-3	1	0	2	1
CC(=O)N1CCN(c2ccc(NC(=O)C(C)Oc3ccc(Cl)cc3Cl)cc2)CC1 (stereo not given)	-1.3	-0.7	-1.3	-1.8	-2	-1.2	-3	-4	3	2	0
COc1ccc(C(=O)O/N=C(\C)c2cnccn2)cc1	-1.4	0.5	0.4	-0.1	6	-0.1	-2	-3	2	-3	-2
Cc1[nH]c(C)c2c(=O)n(Cc3ccccc3Cl)ncc12	-1.5	0.0	0.1	-1.5	2	.	-1	-1	-8	-5	-6
CC(NS(=O)(=O)c1c(N)n(C)c(=O)n(C)c1=O)c1ccccc1 (stereo not given)	-0.8	-0.7	-0.5	-1.3	-4	0.6	-3	-2	2	-2	-7
COCCN(CCOC)C(=O)COC(=O)c1ccc(Cl)c(S(=O)(=O)N(C)c2ccccc2)c1	-1.2	0.2	4.3	0.1	-1	2.3	-1	-1	2	-2	4
C=CCn1c(Oc2ccccc2)nc2c1c(=O)n(C)c(=O)n2C	-0.9	0.1	-1.7	-1.2	-5	0.5	-2	-1	4	-1	3
Cc1cc(C)cc(OCC(=O)Nc2cccc(-c3nc4ncccc4o3)c2)c1	-1.6	0.4	-1.0	2.6	8.6*	0.4	0	0	3	17	6
Cc1nc(-c2ccc(Cl)cc2)sc1C1(C)CC(c2ccccc2Br)=NO1 (stereo not given)	-1.1	0.2	-0.1	-1.1	-1	-0.2	8	2	1	4	4
COc1ccc(NC(=O)c2cc(S(=O)(=O)N3CCCCC3)ccc2C)cc1S(=O)(=O)N1CCOCC1	-0.3	-0.9	1.2	-1.1	-2	0.6	2	-4	4	-1	-4
O=[N+]([O-])c1ccc(/C=C/c2ccc3cccc(O)c3n2)cc1	-0.6	0.5	6.6	1.8	5	2.4	-3	0	0	4	-2
O=C(NCc1cccnc1)C1CCCN(S(=O)(=O)c2ccc(Cl)cc2)C1 (stereo not given)	-1.7	-0.5	-2.0	-0.4	-2	0.6	1	-2	9	0	7
O=C(NCc1ccccc1)C1C(=O)Nc2ccccc2C(=O)N1Cc1ccccc1 (stereo not given)	-0.3	0.1	-0.7	-1.2	-4	.	-13	-5	-13	0	-15
SMILES	ssDAF-12 act	DAX1 inh-1	hgDAF12 agonist	hcDAF-12 act	SMARCA2 activ	DAX1 inh-2	ADAM17 inh	MBD2 inh	PLC-gamma1 inh	NR1D1 modulator	PLCb3 inh
Cc1cccc(/C=N/Nc2nncc3ccccc23)c1	0.7	14*	18*	12*	12*	0.5	-3	0	-1	1	-8
O=S(=O)(NCc1ccco1)c1cnc(Cl)c(Br)c1	-1.4	0.8	1.9	4.5	1	-0.4	0	4	-2	3	0
CN(CC(=O)Nc1ccc(F)cc1)C(=O)c1cc([N+](=O)[O-])ccc1N1CCOCC1	-0.5	0.2	-0.7	-1.5	-1	-0.5	0	-8	-5	-3	-4
O=[N+]([O-])c1cc(C(F)(F)F)ccc1NC1CCN(Cc2ccccc2)CC1	-1.1	-0.5	2.2	-0.3	-2	.	2	-5	2	3	-3
C/C=C/C(=O)OCC(=O)Nc1cccc(F)c1	-1.7	0.1	2.2	2.3	-3	-0.8	-6	2	0	-1	-4
NS(=O)(=O)c1cccc(NC(=O)CCS(=O)(=O)c2ccc(Cl)cc2)c1	-1.1	0.0	-0.8	-0.3	7	-1.0	1	-2	9	-7	-3
COc1ccc(NC(=O)C2CCCN(S(=O)(=O)c3ccc4[nH]c(=O)ccc4c3)C2)cc1 (stereo not given)	-0.8	0.6	0.1	2.1	-1	0.8	-1	3	1	8	-2
Nc1ccc(N2CCN(c3ccc(Cl)c(Cl)c3)CC2)cc1	-1.2	-0.9	-0.3	0.6	-3	0.0	5	3	3	4	6
CCCCc1ccc(-c2csc(/C(C#N)=C\c3ccc(C)o3)n2)cc1	-1.5	0.2	-0.3	-2.1	2	0.1	-1	-8	-19	5	-26
Cc1cc(C)cc(N(C(=O)c2cccs2)C2C=CS(=O)(=O)C2)c1 (stereo not given)	-0.9	-0.1	-0.3	0.2	0	0.6	-1	1	-2	6	0
O=CN1CCCN(Cc2nc(-c3cccc(Cl)c3)no2)CC1	-1.8	0.2	5.7	1.3	-2	1.2	-5	6	3	0	1
Cc1ccc(C(=O)NCCn2cc(SCC(=O)Nc3cc(C)on3)c3ccccc32)cc1	-2.4	-2.9	-7.8	-3.7	0	-2.8	2	2	3	-5	1
COc1cc(NC(=S)NCCCN2CCOCC2)cc(OC)c1	0.3	-0.1	-1.1	-0.6	0	2.6	-1	3	-4	-3	-4
O=C(CN1C(=O)/C(=C/c2cccc(Br)c2)SC1=S)NCCCN1CCOCC1	-0.5	0.3	3.1	1.0	3	1.7	1	4	-8	7	-14
NS(=O)(=O)c1cccc(NC(=O)CCSc2ccccc2Cl)c1	-0.8	1.2	4.7	3.7	0	-0.6	-1	0	1	1	-3
CN(CC(=O)Nc1cccc(F)c1)C(=O)CCCNC(=O)c1ccc(Cl)cc1	-0.4	1.3	4.2	2.3	1	0.8	-1	4	0	-1	-7
COc1ccc(C)cc1S(=O)(=O)N1CCCC(C(=O)N2CCOCC2)C1 (stereo not given)	-1.2	-1.8	0.7	-2.8	0	1.1	-1	-3	3	-3	-7
COc1cccc(CN(C(=O)/C=C/c2ccco2)C2CCS(=O)(=O)C2)c1 (stereo not given)	-1.2	1.3	1.5	-0.6	0	0.3	-6	7	-4	3	-16
Cc1ccccc1/C=C/C(=O)N1CCOCC1	-0.6	0.0	4.1	-0.9	7	1.8	1	1	-1	-2	4
CCCN(/C=N/c1sc2c(c1C#N)CCCCC2)CCC	-1.4	-0.1	3.6	-2.0	15*	-1.4	0	-5	-6	-1	-6
Cc1cccc(S(=O)(=O)N(C)C[C@H]2OCc3cn(nn3)CCCC(=O)N([C@H](C)CO)C[C@@H]2C)c1	-0.8	0.7	1.3	-0.8	-4	-0.3	-1	4	-2	-7	1
CCCn1c(SCC(=O)N2CCCc3ccccc32)nnc1-c1ccco1	-0.9	-1.1	0.5	-2.4	-2	0.2	-5	-1	-1	8	-1
O=C(Nc1ccc2c(c1)C(=O)NC2=O)c1ccccc1	-0.7	-0.1	1.8	0.1	3	-0.4	-227	1	-479	-2	i
O=C(Nc1ccc2oc(-c3ccccc3F)nc2c1)c1ccccc1F	-0.6	0.6	9.2	1.2	2	2.8	-8	-9	-13	7	-22
Cc1c(CNC(=O)c2cnn3c2NC(c2ccccc2)CC3C(F)(F)F)cnn1C (stereo not given)	-1.9	0.2	-1.1	-2.1	-2	-0.4	-5	2	1	-1	-2
O=C(O)C1CCN(S(=O)(=O)c2ccc3[nH]ccc3c2)CC1	-1.1	-0.9	1.0	0.8	-3	1.7	-9	-2	-19	8	-25
CCOc1ccccc1NS(=O)(=O)c1cc2c3c(c1)C(C)C(=O)N3CCC2 (stereo not given)	-1.0	-0.7	-0.1	1.7	2	0.3	-3	-3	3	1	-5
CN(C)c1ccc(CNC2C3CC4CC(C3)CC2C4)cc1 (stereo not given)	-1.4	-0.2	0.5	-0.4	2	-0.2	-4	-7	-1	1	1
COc1ccc(OCC(=O)N2CCN(C(=O)COc3ccc(Br)cc3)CC2)cc1	-1.7	-0.7	0.1	-0.1	0	-0.5	4	-2	6	-1	4
c1csc(Cn2c(-c3cccs3)nc3ccccc32)c1	-1.6	-0.4	-3.2	-2.2	0	-1.2	-41	1	-24	3	-32

Not a retest: 8 of the compounds above.
SMILES	ssDAF-12 act	DAX1 inh-1	hgDAF12 agonist	hcDAF-12 act	SMARCA2 activ	DAX1 inh-2	ADAM17 inh	MBD2 inh	PLC-gamma1 inh	NR1D1 modulator	PLCb3 inh
Cc1cccc(/C=N/Nc2nncc3ccccc23)c1	0.7	14*	18*	12*	12*	0.5	-3	0	-1	1	-8
O=S(=O)(NCc1ccco1)c1cnc(Cl)c(Br)c1	-1.4	0.8	1.9	4.5	1	-0.4	0	4	-2	3	0
CN(CC(=O)Nc1ccc(F)cc1)C(=O)c1cc([N+](=O)[O-])ccc1N1CCOCC1	-0.5	0.2	-0.7	-1.5	-1	-0.5	0	-8	-5	-3	-4
O=[N+]([O-])c1cc(C(F)(F)F)ccc1NC1CCN(Cc2ccccc2)CC1	-1.1	-0.5	2.2	-0.3	-2	.	2	-5	2	3	-3
C/C=C/C(=O)OCC(=O)Nc1cccc(F)c1	-1.7	0.1	2.2	2.3	-3	-0.8	-6	2	0	-1	-4
NS(=O)(=O)c1cccc(NC(=O)CCS(=O)(=O)c2ccc(Cl)cc2)c1	-1.1	0.0	-0.8	-0.3	7	-1.0	1	-2	9	-7	-3
COc1ccc(NC(=O)C2CCCN(S(=O)(=O)c3ccc4[nH]c(=O)ccc4c3)C2)cc1 (stereo not given)	-0.8	0.6	0.1	2.1	-1	0.8	-1	3	1	8	-2
Nc1ccc(N2CCN(c3ccc(Cl)c(Cl)c3)CC2)cc1	-1.2	-0.9	-0.3	0.6	-3	0.0	5	3	3	4	6
